# Source: PubChem
# CHO-K1 Ca antag: counter-screen for M1 antagonists: effect in parental CHO-K1 cells; AID 602250; ATP-induced calcium, Fluo-8 fluorescence; 360,000 compounds, 0.6% hits; inhibition, % at 3 µM;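 active = inhibition above a per-plate cutoff, the plate's mean sample inhibition plus 3 SD, cut at about 24% in these data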;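 also: 0% = DMSO plus EC80 ATP and 100% = DMSO alone without ATP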
# OXTR potentiator: human OXTR potentiation; activation, % at 3 µM; CHO-OTR cells, Fluo-8 calcium fluorescence, potentiator mode; 0% = oxytocin EC15, 100% = EC100; P30559; 320,000 compounds, 0.061% hits;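 active = activation above that plate's cutoff, the mean activation of tested compounds plus 3 SD, cut at about 6.6% in these data, passing the limit was not always enough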;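 also: 100% uses oxytocin at 75 nM as the full agonist control; some results filed as inactive read as strong as hits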
# Target sequence (P30559 whole entry, looked up): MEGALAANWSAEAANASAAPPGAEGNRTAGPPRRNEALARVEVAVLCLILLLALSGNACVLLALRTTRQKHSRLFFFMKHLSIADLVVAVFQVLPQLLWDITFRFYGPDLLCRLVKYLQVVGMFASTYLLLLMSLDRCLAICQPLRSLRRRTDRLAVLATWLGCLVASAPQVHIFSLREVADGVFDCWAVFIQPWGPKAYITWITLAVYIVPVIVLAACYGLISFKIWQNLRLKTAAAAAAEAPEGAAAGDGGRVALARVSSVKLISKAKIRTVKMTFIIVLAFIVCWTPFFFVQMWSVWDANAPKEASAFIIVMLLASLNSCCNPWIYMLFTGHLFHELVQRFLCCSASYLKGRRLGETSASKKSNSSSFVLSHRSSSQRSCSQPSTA
#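 System: human OTR in CHO cells; Also added: sub-maximal oxytocin, roughly EC15; Timing: compound 6 min at room temperature before oxytocin, 100 s read; Technique: Fluo-8 intracellular calcium fluorescence, ex 470-495, em 515-575 nm; Controls: oxytocin EC15 low and EC100 high; Replication: singlicate.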
# CHRM1 antagonist: human CHRM1 antagonism | CHO-K1 hM1, Fluo-8 calcium fluorescence, ACh EC80 antagonist | inhibition, % at 3 µM | 360,000 compounds, 1.3% hits | AID 588852;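 active = percent inhibition above its own plate's cutoff, namely the mean of that plate's compound wells plus 3 SD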;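 also: peak over basal fluorescence ratio during 140 s after agonist addition; 0% = ACh EC80 plus DMSO and 100% = DMSO alone without agonist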
# Target sequence (P11229 whole entry, looked up): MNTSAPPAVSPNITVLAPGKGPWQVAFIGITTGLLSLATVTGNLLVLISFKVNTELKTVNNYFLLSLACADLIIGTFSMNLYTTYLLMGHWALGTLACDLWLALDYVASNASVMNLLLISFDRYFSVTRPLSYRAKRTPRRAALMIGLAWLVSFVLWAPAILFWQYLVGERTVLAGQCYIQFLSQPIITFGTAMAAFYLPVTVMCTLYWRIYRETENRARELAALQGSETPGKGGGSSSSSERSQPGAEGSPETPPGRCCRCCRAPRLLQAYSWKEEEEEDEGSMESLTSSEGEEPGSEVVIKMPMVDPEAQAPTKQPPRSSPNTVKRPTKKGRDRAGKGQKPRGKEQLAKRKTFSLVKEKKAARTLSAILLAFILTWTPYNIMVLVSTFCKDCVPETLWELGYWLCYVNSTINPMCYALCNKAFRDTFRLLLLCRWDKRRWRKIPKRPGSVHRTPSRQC
# CHO-K1 Ca ag: counter-screen for M1 agonists: effect in parental CHO-K1 cells. activation, % at 3 µM. Fluo-8 calcium fluorescence; scaled to maximal ATP response, vehicle zero. AID 602248. 360,000 compounds, 0.48% hits; in the data active = activation above about 15%;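 also: untransfected CHO-K1 host cells lacking M1 receptor as counterscreen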
# TAAR1 agonist: agonists of human TAAR1 | activation, % at 3 µM | CHO RD-HGA16 TAAR1, Fluo-8 calcium fluorescence; vehicle wells 0%, saturating PEA agonist 100% | Q96RJ0 | 360,000 compounds, 0.99% hits;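 active = activation above the mean activation of all test compounds in the run plus 3 SD, cut at about 38% in these data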
#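 Test system: RD-HGA16 (CHO) cells co-expressing Gα16 and hTAAR1 | Doses: Single dose, 3 µM | Schedule: 17-24 h seeding, 75 min 37 °C dye, 30 min RT | Evaluation: % activation from peak over basal fluorescence ratio, DMSO-to-PEA scaled | Technique: Kinetic Fluo-8 calcium fluorescence | Benchmarks: Low control DMSO, high control PEA (EC100)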
# CHO parental Ca: counter-screen: ATP calcium response change in parental CHO cells. inhibition, % at 5.6 µM. 330,000 compounds, 0.63% hits. parental CHO-K1, ATP-induced calcium, Fluo-8 fluorescence;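 active = inhibition above that plate's mean sample inhibition plus 3 SD, cut at about 26% in these data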;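 also: 0% = ATP-challenged DMSO wells and 100% = DMSO wells without ATP; some compounds past the cut are filed as inactive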
#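 Assay system – parental CHO cells · Reagent – ATP stimulus · Detection – intracellular calcium via Fluo-8 no-wash fluorescent dye · Evaluation – percent inhibition of ATP-evoked calcium rise, normalized to controls · Controls – ATP wells versus no-ATP DMSO wells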
# TAAR1 antag: antagonists of human TAAR1; Q96RJ0; CHO RD-HGA16 TAAR1, Fluo-8 calcium fluorescence, antagonist; inhibition, % at 3 µM; 360,000 compounds, 1.5% hits; AID 624466;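 active = inhibition above a per-plate cutoff, the mean inhibition of test compounds on that plate plus 3 SD, cut at about 49% in these data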;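 also: 0% = DMSO plus EC80 beta-PEA response and 100% = DMSO alone without agonist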
#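 System: CHO RD-HGA16 cells bearing hTAAR1. Reagent: EC80 β-phenethylamine stimulus. Schedule: seeding 17-24 h prior, 75-min 37 °C, 30-min RT dye loading. Signal: Fluo-8 intracellular calcium dye fluorescence, real-time kinetic reads. Read-out: % inhibition from peak post-agonist over basal fluorescence ratio. Benchmarks: vehicle wells and EC80 agonist wells. Replicates: n of 1.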
# M1 ag: human M1 muscarinic receptor agonism; P11229; CHO-K1 hM1, Fluo-8 calcium fluorescence, agonist mode; 0% DMSO, 100% acetylcholine EC100; activation, % at 3 µM; 360,000 compounds, 0.33% hits; AID 588814;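 active = activation above the run's mean compound activation plus 3 SD, cut at about 16% in these data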;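 also: peak over basal fluorescence ratio within a 140 s kinetic read after compound addition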
# M1 PAM parental: M1 PAM counterscreen hit in parental CHO-K1 cells. ATP EC20, Fluo-8 calcium fluorescence; 0% at ATP EC20, 100% at ATP max. activation, % at 3 µM. 360,000 compounds, 0.02% hits. AID 602247;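 active = activation above the run cutoff, the mean activation of all test compounds plus 3 SD, cut at about 40% in these data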;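 also: peak over basal fluorescence ratio in a 140 s read after ATP addition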
# Starred values were filed as active, the others as inactive; x = not tested or not shown.
structure,CHO parental Ca,TAAR1 antag,M1 PAM parental,CHO-K1 Ca ag,TAAR1 agonist,M1 ag,CHRM1 antagonist,OXTR potentiator,CHO-K1 Ca antag
COC(=O)Nc1ccc(S(=O)(=O)N2CCCCC2C(=O)O)cc1 (stereo not drawn),-6,11,17,6.7,5,-8,-2,-1,-18
CC(=O)c1ccc(S(=O)(=O)Nc2cccc(-n3cnnn3)c2)cc1,-5,4,15,2.0,1,0,-8,-10,-18
CC(=O)Nc1ccc(NC(=O)c2cc(=O)c3cc(C)c(C)cc3o2)cc1,-17,2,2,0.7,2,-5,-9,-12,-10
CCOc1ccc(-c2nn[nH]n2)cc1OCC,-2,-2,6,0.1,10,-1,6,-8,-3
Cc1ccc(C(=O)N2CCCC2(C)C(=O)NCC(C)C)cc1F (stereo not drawn),x,-21,-2,-0.1,0,0,-13,x,9
COc1ccc(C(=O)NCC(=O)NCC2COc3ccccc3O2)cc1 (stereo not drawn),-9,5,10,-0.3,13,-4,10,-4,3
CC(=O)Nc1ccc(S(=O)(=O)Nc2ccc(-c3ccc4nnc(C)n4n3)cc2)cc1,0,-4,28,1.2,4,-5,-1,0,-12
O=C(Cc1ccc(F)cc1)OCN1C(=O)c2ccccc2C1=O,-17,0,19,1.6,0,-3,-16,-9,-14
CCOc1ccc(NC(=O)CC2C(=O)N(c3ccc(OC)c(Cl)c3)C(=S)N2C2CC2)cc1 (stereo not drawn),-20,1,-7,5.6,6,0,5,-8,9
CNS(=O)(=O)c1cccc(C(=O)OCC(=O)N2CCc3ccccc3C2)c1,-13,-13,19,1.3,8,-5,-8,-4,-4
Cc1cc(C)n(CCc2nc(-c3ccco3)cs2)n1,-8,0,3,0.7,9,-4,-4,3,-3
COc1ccc(C(=O)NCC(=O)N2CCC3(CC2)NCCc2[nH]cnc23)cc1,2,-2,5,0.9,1,-4,-9,-1,-14
C/C(=N\Nc1nc(C)cc(-c2ccccc2)n1)c1ccc(C)o1,-13,28,4,0.3,7,-4,0,-1,-9
Cc1cc(C)c(C)c(OCC(O)CN2CCN(c3ccccn3)CC2)c1 (stereo not drawn),-18,3,-5,6.2,0,-2,-5,-4,-13
COc1cc(=O)n(C)c2ccccc12,11,-21,17,0.1,3,0,-1,-2,6
Nc1cc(=O)[nH]c(SCC(=O)Nc2cc(S(=O)(=O)N3CCCCC3)ccc2Cl)n1,-9,-23,-1,0.4,3,-7,-4,-9,-8
COc1ccc(N(CC(=O)Nc2ccc(F)c(F)c2)S(=O)(=O)c2c(C)[nH]c(=O)[nH]c2=O)cc1,1,-19,-4,0.4,2,0,19,-11,-6
O=C(NNC(=O)c1ccc(NC(=O)c2ccccc2)cc1)c1ccc(F)cc1,-3,-27,-10,1.7,12,-2,-6,-6,-2
CC(Nc1ncnc2sccc12)c1ccccc1 (stereo not drawn),42*,14,6,16*,5,3,25,-6,23
O=C1N/C(=C\c2ccccc2)c2ccccc21,-7,-8,23,1.1,8,0,-17,-1,-22
CCOc1cccc(C2/C(=C(/O)c3ccc4c(c3)CC(C)O4)C(=O)C(=O)N2Cc2ccncc2)c1 (stereo not drawn),-27,-9,11,0.9,0,-3,0,-2,-2
C#Cc1ccc([C@@H]2C=C(C(=O)NC3CC3)O[C@H](OCC)[C@H]2CCCO)cc1,-15,5,7,1.4,17,1,2,-7,-11
COc1ccc2[nH]c3c(c2c1)CCN1C(=O)N([C@@H](C)C(=O)NC2CC2)C(=O)[C@]31C,-14,-6,-3,-0.2,1,-1,-18,-3,5
O=C(CCCCn1c(=O)[nH]c2ccsc2c1=O)NCc1cccnc1,-4,-2,9,-0.3,4,-3,-22,-1,-3
CN1C(=O)N(CC(=O)N2CCN(S(=O)(=O)c3ccc4c(c3)CCC4)CC2)C(=O)C12CCCCC2,x,-21,13,1.1,0,-2,-6,x,-6
O=S1(=O)CCC(n2ncc3c2/C(=C/c2ccccc2)CC3)C1 (stereo not drawn),7,16,24,3.6,35,15,-4,-2,-12
CC(C)c1ccc(OC(=O)c2ccc3c(=O)n4c(nc3c2)CCC4)cc1,5,11,-3,6.7,4,1,18,-16,7
Cc1[nH]n(-c2ccccc2)c(=O)c1C(C[N+](=O)[O-])c1ccc(F)cc1 (stereo not drawn),-4,8,17,2.6,0,-6,-7,1,-2
COc1ccc(NC(=O)/C(C#N)=C\c2ccc(-c3cccc(C(=O)O)c3C)o2)cc1,-4,35,13,3.1,10,-1,-3,-5,-6
COc1ccc(-n2c(=O)[nH]c3cc(C(=O)NCCc4ccc(OC)c(OC)c4)ccc3c2=O)c(OC)c1,x,3,12,1.3,0,-6,-8,x,-6
CCOc1ccc(-c2nc(C#N)c(N3CCN(C)CC3)o2)cc1,-6,-3,-12,0.2,3,-3,-12,-7,-4
CCOC(=O)N1CCN(C2CC(=O)N(c3ccc(F)cc3)C2=O)CC1 (stereo not drawn),-9,-3,13,2.5,9,7,-20,-1,-13
CCc1cccc(NC(=O)CNC(=O)N2CC(=O)Nc3ccccc32)c1,14,5,-14,1.2,1,-1,21,-3,4
CC(C)CCNc1nc(N)c([N+](=O)[O-])c(NCCO)n1,-24,-22,13,1.2,19,6,-3,10,-3
CC1(C)CC2CC(C)(CN2C(=O)C23CCC(C)(C(=O)C2)C3(C)C)C1 (stereo not drawn),-7,-3,19,0.1,-1,-5,-12,4,-1
Cc1[nH]ccc(=O)c1OC1OC(CO)C(O)C(O)C1O (stereo not drawn),-4,7,-11,-0.1,2,-2,-13,-3,-7
CCn1c(=O)c(C(=O)NCCc2ccc(OC)c(OC)c2)c(O)c2ccccc21,-38,-6,6,-0.8,8,-1,-16,-16,-9
C[C@@H]1CN([C@H](C)CO)S(=O)(=O)c2ccc(Br)cc2O[C@H]1CN(C)C(=O)Nc1ccccc1,x,2,12,1.8,8,-4,-10,x,-5
CCCCCCNC(=O)C(=O)NCCc1ccc(Cl)cc1,-3,-1,18,0.7,3,-10,-12,-2,-11
CN(C(=O)CN(C)S(=O)(=O)c1ccc(F)cc1)c1c(N)n(Cc2ccccc2)c(=O)[nH]c1=O,-9,-29,-13,0.2,2,4,-8,1,10
COc1cc(NC(=O)c2cc3ccccc3cc2O)c(OC)cc1Cl,36*,49*,2,13,5,-2,23,-21,16
COc1ccc(NC(=O)CSc2ccc(F)cc2)cc1S(=O)(=O)N1CCCCC1,-14,-15,18,6.9,12,3,-7,-11,-9
COc1ccc(CCNC(=O)CSCc2ccc(Cl)cc2)cc1OC,-14,-7,24,1.8,7,-6,-5,-9,-13
CCCc1cc(=O)n2c(nc3ccccc32)[nH]1,7,9,1,1.0,2,1,-12,-10,0
Cc1ccc(S(=O)(=O)N2CCN(C(=O)CSc3n[nH]c(N)n3)CC2)c(C)c1,-1,-4,5,0.6,1,-6,-3,1,-12
O=C1CN(C(=O)c2ccc(F)c(S(=O)(=O)N3CCOCC3)c2)c2ccccc2N1,-3,-17,17,1.2,8,1,-3,0,-16
COc1ccc(-c2nnc3ccc(SCC(=O)NCc4ccco4)nn23)cc1,-7,2,-6,0.2,6,-4,0,-7,-4
O=c1[nH]c2ccc(N/C(=N/S(=O)(=O)c3ccccc3)c3ccccc3)cc2[nH]1,19,6,-13,-0.1,-2,-5,-12,-2,27*
NC(=O)[C@@H]1CCNc2c(I)cc([N+](=O)[O-])cc2C(=O)N[C@@H](CCC(=O)O)C(=O)N[C@@H](CO)C(=O)N1,-9,x,8,-0.1,x,2,-16,9,-6
COc1cccc(-c2noc(-c3ccc(Cl)nc3)n2)c1,-17,-3,11,-0.2,19,-1,-2,-11,3
COc1ccc(/C(N)=N/OC(=O)c2ccc3c(c2)OCO3)cc1OC,-3,-10,6,0.2,2,-4,-13,-7,-3
COc1ccc(C(=O)CSc2cc(C)nc3nc(C)nn23)cc1OC,-14,-3,9,0.1,13,-1,-5,-2,-3
Cc1cc(OCc2cc(C(=O)N3CCCCCC3)no2)cc(C)c1Cl,-5,6,-4,0.2,-2,-4,-11,-12,-10
CCOc1ccc(NC(=O)C(NC(=O)C2CCC(C)CC2)C(C)C)cc1 (stereo not drawn),-11,-19,-6,0.0,-1,-3,-7,-3,0
O=C(C1=C[C@@H](c2coc3ccccc3c2=O)C[C@@H](OCCCCO)O1)N1CCN(Cc2ccc3c(c2)OCO3)CC1,-14,27,-5,1.3,8,-4,12,-12,-3
CC(OC(=O)c1ccc(Cl)cc1)C(=O)NCc1ccc2c(c1)OCO2 (stereo not drawn),-6,-17,20,0.6,0,-3,-14,-7,1
Cc1cc(C(=O)OCC(=O)Nc2cccc(S(=O)(=O)N(C)C)c2)c2ccccc2n1,-9,-34,-2,7.0,4,-3,4,-4,0
COC(=O)Nc1nc(-c2ccccc2)c(C(=O)c2ccccc2)s1,-13,22,16,2.5,0,-2,0,-6,1
COCCCNC(=S)NNC(=O)c1cc(Cl)c(O)c(Cl)c1,13,5,0,0.2,0,0,-11,-9,7
S=c1[nH]nc(COc2ccccc2)n1/N=C/c1c(Cl)cccc1Cl,-9,-20,9,0.3,6,-3,-8,-16,-12
C[n+]1cccc(/C=N/Nc2nc(Cl)c(C#N)c(Cl)c2Cl)c1,0,-9,18,2.6,5,-6,-4,4,-13
Cc1ccc(C)c(NC(=O)C2CCN(S(=O)(=O)c3ccc4c(c3)NC(=O)CO4)CC2)c1,-7,14,4,1.7,0,-4,36*,-6,-8

# 2 entries from above, with values under each structure.
# Values in the order – CHO parental Ca	TAAR1 antag	M1 PAM parental	CHO-K1 Ca ag	TAAR1 agonist	M1 ag	CHRM1 antagonist	OXTR potentiator	CHO-K1 Ca antag
> NC(=O)[C@@H]1CCNc2c(I)cc([N+](=O)[O-])cc2C(=O)N[C@@H](CCC(=O)O)C(=O)N[C@@H](CO)C(=O)N1
  -9	x	8	-0.1	x	2	-16	9	-6
> COc1cccc(-c2noc(-c3ccc(Cl)nc3)n2)c1
  -17	-3	11	-0.2	19	-1	-2	-11	3
